Screening data: PubChem, National Center for Advancing Translational Sciences (NCATS)
Tb PFK block – qHTS Assay to Find Inhibitors of T. brucei phosphofructokinase. ATP-dependent 6-phosphofructokinase (Trypanosoma brucei brucei), O15648. 330,000 tested, 0.17% active. T. brucei PFK, ADP-Glo luminescence. AID 485367, 2010. Potency, µM (series often up to 57.5 µM), for inactives: at the highest dose activity, negative = inhibition, usual class: inhibitors;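 further: potency means the concentration at half of the fitted maximal effect; 0% = uninhibited 1x PFK enzyme wells and -100% = no-enzyme wells; nearly all actives have a fitted effect of over 60% in size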
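Activity is normalized to no-enzyme wells (full inhibition) and 1.25 nM enzyme wells (no inhibition). Reaction: 0.5 mM F6P, 0.1 mM ATP, 45 min RT, ADP-Glo luminescence; concentration-response curves fitted and classed by quality.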
ELG1 genotoxic – qHTS screen for small molecules that induce genotoxicity in human embryonic kidney (HEK293T) cells expressing luciferase-tagged ELG1 | HEK293T ELG1-luciferase reporter, luminescence, 16 h | 330,000 tested, 1.3% active | Potency, µM (highest dose often 46 µM), inactives show at the top dose activity change, positive = activation, most hits filed as activators | AID 504466, 2011; further: potency means the concentration at half of the fitted maximal effect; % of control where 0% means no effect; nearly all actives have a fitted effect of over 60% in size
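HEK293T cells expressing luciferase-tagged ELG1 were treated with compound or DMSO for 16 hr at 37°C. Luciferase activity was then read after 30 min with ONE-Glo at room temperature; rising signal flags genetic stress.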
Rab9 prom act – qHTS Assay for Rab9 Promoter Activators | Potency, µM (highest dose often 9.22 µM), inactives show at the top dose activation, negative = inhibition, most hits filed as activators | AID 485297, 2010 | 320,000 tested, 2.8% active | Huh7 Rab9 promoter-luciferase reporter, luminescence, 24 h; further: potency means the concentration at half of the fitted maximal effect; % of control where 0% means no effect; nearly all actives have a fitted effect of over 60% in size
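Cells were plated at 1500 per well in reduced-serum medium with 10% FBS and left 2 h. Compound in DMSO was then added for 24 h at 37 °C. Reporter signal was read by luminescence after 10 min with luciferase detection reagent.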
p53 reactivation – qHTS assay for re-activators of p53 using a Luc reporter. H1299 p53-A138V BP100-luciferase reporter, luminescence, 24 h. AID 504706, 2011. 320,000 tested, 0.063% active. Potency, µM (highest dose often 92.2 µM), inactives show at the top dose activity change, positive = activation, actives largely listed as activators; further: potency means the concentration at half of the fitted maximal effect; % of control where 0% means no effect; nearly all actives have a fitted effect of over 45% in size
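p53-null H1299 cells stably carrying temperature-sensitive p53-A138V and a BP100-luciferase reporter were pinned with compounds (4-point, 1:5 series) and held 24 hrs at 37 deg C. Luminescence was read 10 min after detection reagent.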
TRPV1 ag – HTS Assay for Compounds that Act as Agonists of the Vanilloid Receptor 1; Transient receptor potential cation channel subfamily V member 1 (Homo sapiens), Q8NER1; activation, % at 8.33 µM; 320,000 tested, 0.19% active; TRPV1-expressing cells, Fluo-8 calcium influx, agonist mode; in the data active means activation above about 80%; inconclusive means between about 30% and that limit; further: 0% is about no effect
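TRPV1-expressing cells were cultured overnight at 35.5C and loaded with Fluo-8 calcium dye for 40 to 90 min at room temperature. After a 10 s baseline, compound was added and calcium influx was read kinetically for 3 min (ex 480/em 520 nm).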
BRCA1 expr act – qHTS Assay to Identify Small Molecule Activators of BRCA1 Expression. MCF7-BRCA1-FFLuc reporter, luminescence, 48 h; response scale: scaled: vehicle 0%, 10 µM genistein 100%. Potency, µM (series often up to 46.1 µM), without a hit: at the top dose activation, actives largely listed as activators. 380,000 tested, 1.1% active; further: potency means the concentration at half of the fitted maximal effect; nearly all actives have a fitted effect of over 80% in size; some results filed as inactive show a strong effect at the top dose
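Using MCF7 cells harboring a BRCA1 firefly luciferase reporter, plated 2 h before compound pinning, the screen measured luminescence after 48 h incubation. Responses were normalized to DMSO and 10 microM genistein, then fitted for concentration-effect.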
RORgamma inh – qHTS for inhibitors of ROR gamma transcriptional activity; Nuclear receptor ROR-gamma (Mus musculus), P51450; Drosophila S2 Gal4-RORgamma UAS-luciferase reporter, 20 h; Potency, µM (series often up to 53.6 µM), inactives show top-dose activity change, negative = inhibition, hits mostly inhibitors; 310,000 tested, 5.4% active; AID 2551, 2010; further: potency means the concentration at half of the fitted maximal effect; on the % scale 0 is the no-effect control and ±100 the full control effect; nearly all actives have a fitted effect of over 60% in size
Target sequence (P51450 whole entry, looked up, the tested form may be a part): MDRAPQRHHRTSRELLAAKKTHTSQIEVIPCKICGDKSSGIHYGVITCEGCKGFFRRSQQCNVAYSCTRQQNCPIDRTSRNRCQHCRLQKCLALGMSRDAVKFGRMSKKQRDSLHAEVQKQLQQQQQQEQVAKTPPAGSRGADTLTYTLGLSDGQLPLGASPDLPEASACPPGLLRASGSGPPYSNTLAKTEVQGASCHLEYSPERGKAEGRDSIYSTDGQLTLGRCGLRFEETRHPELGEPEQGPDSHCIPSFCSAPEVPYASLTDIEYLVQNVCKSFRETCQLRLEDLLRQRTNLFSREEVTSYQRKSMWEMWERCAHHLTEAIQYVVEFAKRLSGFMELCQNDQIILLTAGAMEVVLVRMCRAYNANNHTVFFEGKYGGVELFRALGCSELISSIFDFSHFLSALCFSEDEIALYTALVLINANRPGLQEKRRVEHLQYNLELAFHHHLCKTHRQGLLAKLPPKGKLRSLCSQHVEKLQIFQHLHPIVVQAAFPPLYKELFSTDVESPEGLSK
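Read-out: Photinus luciferase luminescence; inhibitors lower reporter signal. Insect Schneider cells with Gal4-ROR gamma fusion under metallothionein promoter, UAS reporter; 700 uM final copper sulfate induction, 20 hr, ambient temperature.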
VP16 counter – VP16 counterscreen qHTS for inhibitors of ROR gamma transcriptional activity. Drosophila S2 Gal4-VP16 UAS-luciferase, luminescence, 20 h. Potency, µM (titrated, usually from 53.6 µM), inactives show top-dose activity, negative = inhibition, hits mostly inhibitors. 310,000 tested, 3.5% active;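 further: Gal4-VP16 expression switched on by copper sulfate through the metallothionein promoter; potency means the concentration at half of the fitted maximal effect; on the % scale 0 is the no-effect control and ±100 the full control effect; nearly all actives have a fitted effect of over 50% in size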
FLuc counter – qHTS profiling assay for firefly luciferase inhibitor/activator using purifed enzyme and Km concentrations of substrates (counterscreen for miR-21 project) | purified FLuc, Km substrates, luminescence inhibition | Potency, µM (series often up to 57.5 µM), for the others: top-dose activity change, negative = inhibition, most hits filed as inhibitors | 360,000 tested, 6.9% active;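 further: potency means the concentration at half of the fitted maximal effect; plate controls were vehicle for no effect and reference inhibitor for full effect; nearly all actives have a fitted effect of over 55% in size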
Target sequence (P08659 whole entry, looked up): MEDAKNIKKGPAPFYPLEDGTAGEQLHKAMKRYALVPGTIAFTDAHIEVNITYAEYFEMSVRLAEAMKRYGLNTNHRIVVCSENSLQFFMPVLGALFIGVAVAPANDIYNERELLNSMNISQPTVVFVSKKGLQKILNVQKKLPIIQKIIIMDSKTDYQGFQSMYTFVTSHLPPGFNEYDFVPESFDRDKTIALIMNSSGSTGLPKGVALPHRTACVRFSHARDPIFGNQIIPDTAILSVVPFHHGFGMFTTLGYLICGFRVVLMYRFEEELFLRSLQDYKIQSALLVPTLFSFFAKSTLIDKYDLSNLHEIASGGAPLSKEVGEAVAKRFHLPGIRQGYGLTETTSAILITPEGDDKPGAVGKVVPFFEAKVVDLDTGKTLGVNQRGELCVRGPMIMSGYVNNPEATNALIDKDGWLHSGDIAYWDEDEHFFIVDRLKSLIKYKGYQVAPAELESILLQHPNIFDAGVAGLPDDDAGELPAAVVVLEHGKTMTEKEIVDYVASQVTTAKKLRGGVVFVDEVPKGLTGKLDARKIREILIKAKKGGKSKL
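Purified P. pyralis luciferase, 10 nM final, with Km-level 10 uM D-luciferin and 10 uM ATP in 50 mM Tris acetate pH 7.5, 10 mM Mg acetate, 0.01% Tween-20, 0.05% BSA; 6-point qHTS titration about 60 µM downward; luminescence read.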
ELG1 DNA repair – qHTS screen for small molecules that inhibit ELG1-dependent DNA repair in human embryonic kidney (HEK293T) cells expressing luciferase-tagged ELG1; HEK293T ELG1-luciferase reporter, luminescence, 16 h; DNA damage induced by 5-fluorouridine; Potency, µM (series often up to 46.1 µM), for the others: at the top dose activity change, negative = inhibition, usual class: inhibitors; 330,000 tested, 2.3% active; AID 504467, 2011; further: potency means the concentration at half of the fitted maximal effect; on the % scale 0 is the no-effect control and ±100 the full control effect; nearly all actives have a fitted effect of over 55% in size
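Quantitative HTS, concentration-response format. 2,000 cells/well co-treated with 5-fluorouridine and compound, 16 hr in 5% CO2 at 37 °C; ONE-Glo luminescence read after 30 min.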
NPC1 prom act – qHTS Assay for NPC1 Promoter Activators; 320,000 tested, 2.4% active; Huh7 NPC1 promoter luciferase reporter, 24 h; AID 485313, 2010; Potency, µM (top dose mostly 9.22 µM), for inactives: top-dose activation, actives largely listed as activators;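 further: potency means the concentration at half of the fitted maximal effect; % of control where 0% means no effect; nearly all actives have a fitted effect of over 60% in size; reporter is driven by a mutant NPC1 promoter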
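Stable NPC1-promoter luciferase Huh7 line; cpd (DMSO) 24 h, 37 °C, 5% CO2; Amplite luciferase reagent 10 min RT; luminescence readout. qHTS format.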
* marks the source's active call; other numbers are inactive results; ? = inconclusive; nt = no result given; [ ] = another dose, or the depositor's remark. Unless noted, the call rests on the fitted dose curve; in most records, active means well fitted curve in the direction sought with a large enough effect; inconclusive means small, poorly fitted or top-dose-only effect, or another doubt; inactive means no such curve, though single readings can be large; an effect the other way counts as inactive or inconclusive.

SMILES	Tb PFK block	ELG1 genotoxic	Rab9 prom act	p53 reactivation	TRPV1 ag	BRCA1 expr act	RORgamma inh	VP16 counter	FLuc counter	ELG1 DNA repair	NPC1 prom act
COc1ccc(CCNC(=O)CSCc2ccc(Cl)cc2)cc1OC	-4%	-4%	-1%	-8%	?	1%	19%	-7%	3%	-24%	1%
CCCCC(=O)NC(c1ccccc1Cl)c1c(O)ccc2ccccc12 (stereo not given)	-1%	-6%	-2%	-5%	2	-51%	?	-14%	1%	-30%	0%
CN(C)S(=O)(=O)N(CC(=O)Nc1ccccc1)c1ccccc1	0%	3%	2%	7%	-5	-18%	13%	-5%	2%	3%	-3%
N#CC1=C(N)OC2=C(C(=O)CCC2)C1c1ccncc1 (stereo not given)	1%	0%	-3%	4%	1	-12%	16%	-12%	8%	5%	1%
Cc1cccc(N2C(=O)/C(=C\c3ccc(OC(F)F)cc3)c3ccccc3C2=O)c1	0%	-1%	-4%	-3%	5	1%	2%	0%	-16%	?	-4%
O=C(COc1ccc([N+](=O)[O-])cc1Cl)N1CCc2ccccc21	-1%	?	nt	19%	nt	?	nt	nt	nt	?	nt
Cc1ccc(Cl)cc1N1CCN(C(CC(C)C)c2nnnn2CC2CCCO2)CC1 (stereo not given)	6%	11%	0%	2%	3	-15%	1%	1%	5%	-6%	2%
Cc1cc(C)c2nc(SCC(=O)NCC3CCCO3)c(C#N)cc2c1 (stereo not given)	-2%	19%	-14%	4%	-5	-10%	-2%	-25%	-9%	9%	-9%
CCN(C(=O)COC(=O)c1c2c(nc3ccccc13)/C(=C/c1ccccc1)CC(C)C2)C1CCS(=O)(=O)C1 (stereo not given)	0%	-11%	-10%	-1%	-1	-89%	28%	-15%	6%	6.5µM*	-6%
Cc1c(CC(=O)O)c(=O)oc2c(C)c(OCc3ccccc3)ccc12	1%	0%	-3%	4%	-8	7%	24%	4%	?	1%	-4%
Oc1ccc(F)c2cccnc12	-3%	0%	14%	2%	-1	-53%	2.8µM*	4.5µM*	0%	-3%	-3%
Cc1cc(C)c(NC(=O)CS(=O)CC(=O)NC2CCCc3ccccc32)c(C)c1 (stereo not given)	1%	-3%	2%	-7%	-3	10%	23%	4%	1%	-13%	-1%
O=C1N=C(N2CCCCC2)SC1=C1CCCC1	-1%	?	?	?	-2	?	31%	6%	?	?	25%
Cc1cc(C)n2nc(CC(=O)NC3CCCCCC3)nc2n1	0%	-2%	-2%	-2%	-2	2%	-2%	-1%	-1%	-1%	0%
CC1=CC(=O)c2c(O)ccc(O)c2C1=O	?	-2%	-53%[inhibitor]	0%	1	nt	-7%	-24%	?	-9%	-44%[inhibitor]
O=C(O)CSc1ncccc1C(=O)O	1%	0%	12%	6%	2	-8%	1%	-14%	3%	-4%	-5%
COc1ccc(S(=O)(=O)N[C@@H](Cc2ccccc2)C(=O)N2CC[C@@]3(O)CCCC[C@H]3C2)cc1	-2%	-7%	-5%	-3%	0	-18%	29%	-2%	2%	?	1%
CC(=O)Cc1nsc(NC(=O)c2cc(-c3cccc(C(F)(F)F)c3)oc2C)n1	-6%	-10%	-15%	4%	-3	-42%	-36%	12%	4%	1%	1%
Cn1c(-c2cc3ccccc3oc2=O)nc2ccccc21	-9%	?	3.5µM*	11%	1	?	-32%	2%	21µM*	?	4.5µM*
CN(C)C1=NC[C@H](Cc2ccccc2)N1CCCCc1ccccc1	-8%	-6%	-17%	-1%	-1	-24%	nt	nt	-1%	-16%	-4%
CC(=O)c1ccc(NC(=O)C(Cc2ccccc2)n2cccc2)cc1 (stereo not given)	4%	-3%	-2%	-4%	13	11%	15%	-3%	?	-10%	-6%
COc1cc(C=O)ccc1OCCCOc1ccc([N+](=O)[O-])cc1	0%	2%	-3%	1%	0	-8%	-1%	-12%	0%	-14%	1%
CCc1ccccc1OCC(=O)Nc1cc(S(=O)(=O)N2CCOCC2)ccc1N1CCCCC1	-5%	-11%	-3%	-10%	1	-24%	nt	nt	4%	?	-5%
CCCCOc1ccc(OC(=O)Nc2cc(Cl)ccc2OC)cc1	-4%	8%	-2%	1%	-4	-16%	1%	2%	0%	-27%	17%
CCc1ccc(CN2CCCC(C(=O)Nc3ccc(-c4cscn4)cc3)C2)o1 (stereo not given)	-6%	-4%	2%	3%	2	39%	17%	2%	0%	-16%	1%
O=C(CSc1nc2ccc([N+](=O)[O-])cc2[nH]1)NC1CCCC1	0%	-2%	0%	5%	25	-44%	-9%	-16%	3%	0%	-1%
O=C(Nc1ccccc1)c1nn(-c2cccc(C(F)(F)F)c2)ccc1=O	-1%	-2%	-1%	14%	1	24%	?	3%	-6%	10%	-1%
CSCCC(NC(=O)c1ccc(Cl)cc1Cl)C(=O)OC(C)C(=O)NCc1ccco1 (stereo not given)	-9%	5%	-6%	11%	-3	-18%	nt	nt	?	6%	-2%
CC(O)CNCc1ccc(Cl)cc1Cl (stereo not given)	-1%	2%	-4%	2%	3	16%	-5%	-1%	-1%	15%	0%
Cc1[nH]c(=S)[nH]c(=O)c1CCOc1ccccc1	4%	-3%	-2%	-12%	2	-40%	-20%	4%	0%	-13%	-3%
CC(NC(N)=O)C(=O)NCC(=O)OCc1ccccc1 (stereo not given)	2%	1%	10%	1%	2	20%	8%	1%	3%	11%	-2%
Cc1ccc(S(=O)(=O)Nc2nc3ccccc3nc2NCc2ccco2)cc1	0%	?	-3%	?	-1	-29%	?	?	?	?	1%
COc1ccc(-n2nnc3c(=O)n(CC(=O)OCc4ccccc4)cnc32)cc1	-4%	1%	0%	-3%	0	10%	-18%	-3%	1%	0%	4%
O=C(NCCc1ccccc1)c1cc(S(=O)(=O)N2CCOCC2)ccc1F	-1%	?	-4%	9%	15	43%	41%	17%	-2%	?	10%
O=C(CNc1ccccc1)N/N=C/c1ccc([N+](=O)[O-])o1	-12%	-15%	-10%	-4%	-1	-112%[inhibitor]	1%	?	-3%	?	-13%
CCCS(=O)(=O)N1CCC(C(=O)N2CCN(C(=O)OCC)CC2)CC1	-4%	0%	-5%	5%	4	0%	-3%	-9%	-1%	16%	-7%
COc1cccc(/C=C/c2n[nH]c(=O)c(C#N)c2C)c1	-2%	-7%	-2%	22%	-2	0%	-40%	10%	6%	-6%	1%
COC(=O)c1sccc1NC(=O)/C=C/c1ccc(Cl)cc1Cl	4%	?	?	?	0	-27%	41%	?	?	?	?
CCN1CCCC1CNC(=O)c1cc(COc2ccc(C)c(C)c2)on1 (stereo not given)	0%	3%	?	?	6	89%	2%	?	?	?	30%
Clc1cccc(-c2nnc(SC/C=C/c3ccccc3)n2Cc2ccco2)c1	1%	-8%	1%	-4%	1	-85%	-8%	11%	1%	?	-1%
Cc1cc(C(=O)CSc2nc(N)cc(=O)[nH]2)ccc1F	-1%	0%	0%[1.84 µM]	-9%	-1	3%	-1%	-12%	6%	-6%	2%
O=C(NCC1CC1)Nc1cccs1	1%	-1%	-3%	0%	15	12%	-1%	6%	3%	13%	-3%
COc1cccc(/C=C/C(=O)OCC(=O)Nc2ccc(Cl)c(S(=O)(=O)N(C)C)c2)c1	1%	0%	-5%	-2%	-5	-15%	?	1%	11µM*	16%	-1%
Cn1ncc(Cl)c1C(=O)NCc1ccc2c(c1)OCO2	1%	-10%	-13%	-11%	-1	-8%	10%	?	2%	-21%	-2%
O=C(COC(=O)Cc1cccc(C(F)(F)F)c1)NCC1CCCO1 (stereo not given)	-10%	0%	0%	13%	-4	2%	14%	-7%	1%	-2%	-5%
CCC(=O)Nc1ccccc1C(=O)OCc1ccc(C(=O)c2ccccc2)cc1	0%	0%	24%	15%	1	28%	?	-29%	-6%	19%	2%
CC(=O)NCCc1nc2ccccc2n1Cc1cccc(C)c1	0%	4%	-4%	-2%	?	38%	0%	8%	-1%	17%	-3%
